High-throughput results deposited in PubChem BioAssay by several laboratories.
rCAG binder: molecules binding r(CAG) RNA repeats; inhibition, % at 3 µM; AID 651821; r(CAG) RNA repeat, TO-PRO-1 dye displacement fluorescence; hit rate 1.3% among 370,000;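 active = inhibition above the plate cutoff, the mean of all test compounds on that plate plus 3 SD, cut at about 35% in these data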;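 note: 0% = DMSO alone and 100% = 100 µM mitoxantrone as full dye displacement; higher means more dye released from RNA so lower well fluorescence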
LEDGF integ inh: blocks HIV-1 LEDGF/p75-dependent DNA integration. TR-FRET IN-LEDGF/p75 DNA integration, Eu/Cy5. AID 743269. inhibition, % at 3.7 µM. hit rate 0.64% among 370,000;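 active = inhibition above the screen-wide mean plus 3 SD, cut at about 13% in these data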;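 note: signal is the Cy5 over europium emission ratio at 671 and 618 nm; 0% = plate median of compound wells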
TDP2 inh: TDP2 (human) inhibition, absorbance primary screen. hit rate 0.34% among 370,000. recombinant TDP2, T5PNP hydrolysis, p-nitrophenol absorbance 415 nm. O95551. inhibition, % at 12.8 µM. AID 720702;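 active = inhibition above the mean of all tested compounds plus 3 SD, set per campaign, cut at about 25% in these data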;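 note: 0% = DMSO with enzyme and 100% = buffer with substrate but no TDP2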
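Incubation: 2 h at 37 °C; Test system: recombinant human TDP2; Quantity: enzyme 120 nM; Read-out basis: percent inhibition; Medium: 50 mM Tris-HCl pH 7.5 with Mg2+, KCl, DTT, BSA; Repeats: single replicate; Compound: 12.8 µM single point, 1% DMSO; Signal: epi absorbance; Reagent: 5 mM T5PNP chromogenic substrate; Benchmarks: no-enzyme high, DMSO-plus-enzyme low.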
SIAE primary: inhibitors of human sialic acid acetylesterase SIAE | hit rate 0.69% among 370,000 | AID 1053197 | SIAE FP-Rh probe binding, fluorescence polarization | inhibition, % at 9.66 µM;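 active = inhibition above a cutoff: mean of compounds within the control limits plus 3 SD of those, cut at about 17% in these data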;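 note: 0% = plate median of compound wells and 100% = probe without SIAE protein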
TCR CD3 inh: human TCR-CD3 binding inhibition | TAMRA-labeled TCR probe fluorescence, biochemical | inhibition, % at 9.4 µM | hit rate 0.37% among 360,000; in the data active = inhibition above about 19%;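 note: recombinant mutant TCR 2C K166C tagged with TAMRA read by polarization; 0% = receptor in buffer alone and 100% = receptor with positive control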
MBD2 DNA inh: inhibitors of human MBD2 binding to methylated oligonucleotide; Q9UBB5; TR-FRET; inhibition, % at 4.4 µM; hit rate 0.31% among 370,000; in the data active = inhibition above about 13%
ABHD4 inh: inhibits mouse alpha/beta hydrolase domain 4. Q8VD66. AID 720543. purified mABHD4, FP-Rh probe fluorescence polarization. inhibition, % at 8.92 µM. hit rate 0.54% among 370,000;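 active = inhibition exceeding the mean over every tested compound plus 3 SD, cut at about 30% in these data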;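 note: 0% = plate median of compound wells and 100% = S159A mutant with DMSO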
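Test system: mouse ABHD4 enzyme, wild type. Reagent: FP-Rh fluorescent activity-based probe, added after compound pre-incubation. Timing: pre-incubation 45 min, probe exposure 60 min, at 25 °C. Technique: FP readout, ex 525 nm / em 598 nm. Benchmarks: high control S159A mutant with DMSO, low control median of compound wells.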
PRMT1 FP inh: PRMT1 (human) inhibition, primary screen. recombinant PRMT1, activity-based probe fluorescence polarization. hit rate 1.3% among 370,000. Q99873. inhibition, % at 2.79 µM. AID 652257;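 active = inhibition above about 21% made by adding two undisclosed values, limit read from the data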
HTRA1 inhibitor: HTRA1 (human) protease inhibition. Q92743. recombinant HTRA1, FP-rhodamine activity-based probe, fluorescence polarization. inhibition, % at 5.96 µM. hit rate 0.5% among 340,000; in the data active = inhibition above about 36%;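 note: 0% = enzyme with DMSO and 100% = wells lacking enzyme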
GC-B act: GC-B (human) receptor activation; P20594; HEK293-GC-B cells, CNP EC30, cGMP TR-FRET; 0% at EC30 CNP, 100% saturating CNP; activation, % at 10 µM; hit rate 0.11% among 370,000;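 active = activation at 10 µM reaching about 35% in either raw or pattern-adjusted values, limit read from the data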
Target sequence (P20594 whole entry, looked up): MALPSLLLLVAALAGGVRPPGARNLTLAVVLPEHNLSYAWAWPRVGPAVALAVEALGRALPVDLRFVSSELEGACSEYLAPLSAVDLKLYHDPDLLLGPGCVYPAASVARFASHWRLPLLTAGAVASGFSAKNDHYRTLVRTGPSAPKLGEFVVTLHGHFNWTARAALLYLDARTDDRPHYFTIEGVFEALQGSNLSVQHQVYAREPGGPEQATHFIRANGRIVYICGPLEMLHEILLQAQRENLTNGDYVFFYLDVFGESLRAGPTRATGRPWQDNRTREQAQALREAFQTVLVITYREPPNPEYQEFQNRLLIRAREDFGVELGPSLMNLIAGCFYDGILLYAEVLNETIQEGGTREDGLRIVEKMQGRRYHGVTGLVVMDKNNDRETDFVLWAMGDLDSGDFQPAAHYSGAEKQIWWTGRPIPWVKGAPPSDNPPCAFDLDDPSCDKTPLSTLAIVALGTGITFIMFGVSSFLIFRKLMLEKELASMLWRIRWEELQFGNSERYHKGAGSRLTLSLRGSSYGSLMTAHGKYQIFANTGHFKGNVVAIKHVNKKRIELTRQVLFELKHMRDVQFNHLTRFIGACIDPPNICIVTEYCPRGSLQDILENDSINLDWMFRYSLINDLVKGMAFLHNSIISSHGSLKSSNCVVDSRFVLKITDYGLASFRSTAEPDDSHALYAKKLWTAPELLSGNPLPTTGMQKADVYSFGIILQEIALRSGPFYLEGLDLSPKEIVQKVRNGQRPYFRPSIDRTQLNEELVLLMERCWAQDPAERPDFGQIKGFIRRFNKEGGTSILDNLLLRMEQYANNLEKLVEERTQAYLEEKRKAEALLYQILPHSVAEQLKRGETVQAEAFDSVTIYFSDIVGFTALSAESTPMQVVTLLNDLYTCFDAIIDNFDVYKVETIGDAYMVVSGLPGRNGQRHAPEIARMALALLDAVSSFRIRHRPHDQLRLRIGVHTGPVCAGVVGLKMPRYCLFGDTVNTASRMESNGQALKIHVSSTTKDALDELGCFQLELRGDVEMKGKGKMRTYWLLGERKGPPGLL
An asterisk follows results filed as active; x = no result given. Some of the compounds tested, so the mix of outcomes need not match the whole.

Sample of the layout (four entries):
SMILES	rCAG binder	LEDGF integ inh	TDP2 inh	SIAE primary	TCR CD3 inh	MBD2 DNA inh	ABHD4 inh	PRMT1 FP inh	HTRA1 inhibitor	GC-B act
O=C(c1ccc(F)cc1)c1ccc(-c2ccc(F)cc2)nc1	-3	-6	6	-2	-2	1	2	1	-6	-10
COc1cc(C)c(CN2CCN(C(C)C(=O)NC(C)c3ccccc3)CC2)cc1OC (stereo unspecified)	-12	2	2	4	0	-5	1	-4	8	3
CCOC(=O)N(C)[C@H]1C[C@H]2c3[nH]c4cccc(-c5cccc(F)c5)c4c3CCN2C(=O)[C@H]1[C@H](C)O	8	0	-2	8	x	-6	-2	0	x	3
CC(=O)N(c1cccc(Br)c1)C1C=CS(=O)(=O)C1 (stereo unspecified)	-1	2	-11	1	-3	-2	1	-3	2	2

Main list, previewed entries included:
SMILES	rCAG binder	LEDGF integ inh	TDP2 inh	SIAE primary	TCR CD3 inh	MBD2 DNA inh	ABHD4 inh	PRMT1 FP inh	HTRA1 inhibitor	GC-B act
O=C(c1ccc(F)cc1)c1ccc(-c2ccc(F)cc2)nc1	-3	-6	6	-2	-2	1	2	1	-6	-10
COc1cc(C)c(CN2CCN(C(C)C(=O)NC(C)c3ccccc3)CC2)cc1OC (stereo unspecified)	-12	2	2	4	0	-5	1	-4	8	3
CCOC(=O)N(C)[C@H]1C[C@H]2c3[nH]c4cccc(-c5cccc(F)c5)c4c3CCN2C(=O)[C@H]1[C@H](C)O	8	0	-2	8	x	-6	-2	0	x	3
CC(=O)N(c1cccc(Br)c1)C1C=CS(=O)(=O)C1 (stereo unspecified)	-1	2	-11	1	-3	-2	1	-3	2	2
Cc1ccccc1N/C(=C(/C(Cl)=C(Cl)Cl)[N+](=O)[O-])n1nnc2ccccc21	13	-3	0	0	-5	0	8	9	1	-2
COc1ccc(S(=O)(=O)NCCC(=O)NC2CCCCC2C)cc1[N+](=O)[O-] (stereo unspecified)	3	6	-4	0	3	2	2	-3	-3	2
CCN1CCC[C@H]1CNC(=O)c1c(OC)ccc(Br)c1OC	-1	-1	8	3	-3	1	-3	1	5	4
COc1cc(NC(=S)Nc2ccccn2)c(OC)cc1Cl	0	-3	9	0	-7	-3	0	-3	0	-4
CCCc1nc(SCC(=O)N2CCc3ccccc3C2)c2ccccc2n1	-5	1	12	-8	-4	2	4	7	-13	-7
CC(C)(C)c1ccc(COC(=O)CN2C(=O)NC3(CCCC3)C2=O)cc1	-8	-5	-16	-8	-2	-2	-2	2	-2	4
CC1CCCC(NC(=O)CCNC(=O)c2ccc(Br)cc2)C1C (stereo unspecified)	-6	-4	6	-3	-3	-1	9	7	0	-1
CC1=CC(c2ccccc2)n2nnnc2N1 (stereo unspecified)	-2	-1	-6	3	0	1	2	0	5	4
CC(C)CNC(=O)C(=O)N/N=C/c1cccs1	-1	-2	-2	0	-3	-3	6	1	3	4
N#CC1=C(N)Oc2cc(N)ccc2C1c1cccc(Br)c1 (stereo unspecified)	12	2	4	-6	-11	-4	-9	5	5	6
COc1ccc(C/C(C)=N/NC(=S)Nc2ccc(Cl)cc2)cc1	7	-4	5	8	-7	5	-2	5	-4	1
Cc1ccccc1OCCSc1nnc(C)n1-c1ccccc1	-8	1	11	-13	0	3	-3	2	-2	-5
CCOC(=O)NNC(=O)C12CC3CC(CC(C3)C1)C2	0	0	1	3	3	-3	-4	-3	-4	1
O=C(N/N=C/c1c[nH]c2ccccc12)c1ccccc1	2	-2	-5	2	4	5	-3	-2	-2	-3
Cc1ccc(C)c(OCC(=O)N2CCc3ccccc3C2)c1	-2	6	4	4	4	-3	-3	2	-10	-1
COc1ccc(C)cc1NC(=O)CN(C)S(=O)(=O)c1cnc[nH]1	-2	-2	0	-2	-4	1	-2	0	9	4
Fc1ccc2nc(N3CCCC3)sc2c1	0	-1	5	11	-1	4	2	0	2	2
CC(/C=N/n1c(-c2n[nH]c3c2CCC3)n[nH]c1=S)=C\c1ccco1	9	0	10	6	-6	-2	4	2	1	-3
C=CCNc1nc(N)c(C(=O)Nc2cc(C)on2)s1	-3	-2	7	-4	-1	5	5	0	-1	-1
Cc1ccc(NC(=O)CN2C(=O)S/C(=C/c3ccc(-c4cc(C(=O)O)ccc4C)o3)C2=O)cc1C	46*	9	1	-23	-3	8	20	28*	-29	-5
O=C(CCS(=O)(=O)c1ccccc1)N(CCCN1CCOCC1)c1nc2ccc(F)cc2s1	-5	-2	-11	-2	1	8	-7	11	-4	-9
COc1ccc(S(=O)(=O)Nc2cccc(-c3ccc(N4CCCCCC4)nn3)c2)c(OC)c1	8	3	-5	-32	1	1	-45	6	-44	-9
Cc1cc(C(=O)O)sc1C	0	1	1	2	7	2	2	-2	7	-2
COc1ccc(-c2cnc3c(NC(C)=O)cc(-c4cccc(C(=O)NCCO)c4)cn23)cc1OC	7	0	-9	-6	-10	0	-5	1	x	6
CC(C)=N/N=C1/NC(=O)C(Cc2ccccc2)S1 (stereo unspecified)	6	1	-5	-1	2	8	-2	0	0	3
S=C(NCc1ccccc1)Nc1ccc2cn[nH]c2c1	2	3	-8	2	4	2	-3	0	-6	5
CN(C)S(=O)(=O)Oc1cc(Cl)ccc1C(=O)Nc1ccc(F)cc1F	-4	-5	4	2	4	1	1	2	-4	2
c1ccc2c(c1)c1c3n2CCNC3CCC1 (stereo unspecified)	0	0	4	5	7	-3	11	0	1	3
COc1cc(C(=O)OCC(=O)NCCCc2ccccc2)ccc1OCC(C)C	-9	-2	2	1	11	-1	-9	0	-11	0
Cc1noc(C)c1COC(=O)C1CCN(S(=O)(=O)c2c(Cl)cccc2Cl)CC1	-8	-1	12	1	-2	4	1	0	2	-1
O=C(CC1(CC(=O)N2CCOCC2)CCCC1)Nc1ccccc1	1	3	-7	9	6	-5	-2	-3	1	-2
O=[N+]([O-])c1cccc(NNS(=O)(=O)c2ccccc2F)c1	8	1	1	-4	6	-3	1	13	9	3
CCCN(CCC)C1CC(=O)N(Cc2ccccc2)C1=O (stereo unspecified)	-2	-2	-7	17	0	-1	8	76*	-2	3
O=C(O)[C@H](Cc1ccccc1)N1C(=O)c2ccncc2C1=O	1	2	-5	2	-6	-7	-2	-1	0	1
CN1CCN(c2ccc(Cl)cc2NS(=O)(=O)c2ccccc2Cl)CC1	-5	0	-1	3	7	-1	7	-2	2	-8
O=C(CN1CSCC1=O)N1CCN(S(=O)(=O)c2cc(C(F)(F)F)ccc2Cl)CC1	-1	1	-5	-5	-3	0	7	-1	-8	-3
N#Cc1c(-c2ccc(F)cc2)nc(-c2ccccc2)[nH]c1=O	-2	1	4	3	8	-5	-5	-4	-3	-4
CC(=O)c1cc(-c2ccccc2)n(CCC(=O)NC2CCCCCC2)c1C	-2	1	1	-4	3	-1	1	2	-4	-4
CCOCCCNc1nc(-c2ccccc2)nc2ccccc12	-2	-6	-17	-5	-9	-2	-5	2	-16	8
O=C(OCc1ccccc1)C1=NNC2C(=O)N(Cc3ccccc3)C(=O)C12 (stereo unspecified)	-3	-4	-5	-1	0	4	-1	-2	-14	-3
CC[C@]12c3[nH]c4ccc(Cl)cc4c3CCN1C(=O)[C@@H](CC(=O)NCc1ccc(OC)c(OC)c1)C[C@@H]2C(=O)N1CCN(C(=O)C2CC2)CC1	3	5	-2	8	6	-4	1	-3	0	3
O=C(Cn1c(=O)sc2ccccc21)Nc1ccc(S(=O)(=O)N2CCCCC2)cc1	9	-2	-13	-50	11	-4	-16	-4	-65	-5
Cc1[nH]c2ccccc2c1C(=O)CSc1nc2ccccc2[nH]1	9	-1	-8	-18	4	0	-26	-1	-66	-2
O=C(Nc1ccc(N2CCOCC2)cc1N1CCOCC1)c1ccc(F)cc1	1	-2	6	0	3	1	3	1	11	-2
Cn1cccc1/C=C1\CCC/C(=C\c2cccn2C)C1=O	-52	19*	3	-14	3	-3	9	15	-10	-8
Cc1ccc(C(=O)ONc2ccc(N=NC(=O)c3ccccc3O)cc2)cc1	7	20*	-13	8	7	0	14	0	24	2
c1ccc(CCNc2ncnc3nc[nH]c23)cc1	0	2	0	2	6	-8	7	1	5	-3
Clc1ccccc1Cn1c(/C=C/c2ccco2)nc2ccccc21	14	4	-9	-6	-9	0	-6	2	-31	9
COC(=O)[C@@]1(Cc2ccc(OC)cc2)[C@H]2c3cc(C(=O)N4CCCC4)n(CCc4ccc(OC)c(Br)c4)c3C[C@H]2CN1C(=O)c1ccccc1	11	-1	5	-6	-4	1	-1	-5	x	4
COc1cccc(-c2cc3nc(-c4ccccc4)cc(N4CCCC(O)C4)n3n2)c1 (stereo unspecified)	7	1	2	-42	6	2	-26	0	-68	-6
COc1ccccc1-n1c(SCC(=O)NC2CCCCC2)nc2c(c1=O)SCC2	2	0	4	-2	-6	1	1	0	4	4
CC(C)OC(=O)CSc1nnc2c(n1)[nH]c1ccc(F)cc12	4	-2	1	-1	-1	1	-4	3	12	-2
CCc1nnc(NC(=O)CCC(=O)N2CCN(c3ccccn3)CC2)s1	-6	0	11	-1	2	0	-1	-1	0	0
O=C(c1cc2ccccc2[nH]1)N1O[C@@H]2C=C[C@H]1C2	1	2	3	2	-3	1	7	1	3	2
CC(=O)C1=C(C)NC(=O)NC1c1cccc([N+](=O)[O-])c1O (stereo unspecified)	1	-5	0	0	2	-2	1	0	-1	3
CC(C)C[C@H](NC(=O)N1CCN(c2ccccc2)CC1)C(=O)O	-2	2	6	3	-9	-5	0	-2	3	1

Next section
SMILES	rCAG binder	LEDGF integ inh	TDP2 inh	SIAE primary	TCR CD3 inh	MBD2 DNA inh	ABHD4 inh	PRMT1 FP inh	HTRA1 inhibitor	GC-B act
CCOc1ccc(NC(=O)c2cc3n(n2)C(C(F)(F)F)CC(c2ccco2)N3)cc1 (stereo unspecified)	-6	-4	-4	-1	1	1	4	-2	-15	5
CC1(C(=O)N2CCC(CC3CC(c4ccc(Cl)cc4)=NO3)(C(=O)NCC3CCCCC3)CC2)CC1 (stereo unspecified)	0	-3	0	7	4	-1	-5	-3	-12	2
Cc1c(NC(=O)COC(=O)c2cccc(F)c2)c(=O)n(-c2ccccc2)n1C	0	-3	3	4	-10	6	7	2	4	8
COc1cc(NC(=O)Cn2c(=O)n(CC3CCCO3)c(=O)c3ccccc32)cc(OC)c1 (stereo unspecified)	3	-1	10	-1	-1	8	2	-3	-7	4
CC(Sc1ncccn1)C(=O)NC1(C#N)CCCCC1 (stereo unspecified)	3	-1	-1	0	1	-5	5	2	1	3
COc1ccc(C2(C)NC(=O)N(CC(=O)c3ccc4c(c3)OCO4)C2=O)cc1 (stereo unspecified)	-2	-7	-6	-1	6	-9	3	0	0	-3
CCN(C[C@H]1N[C@@](C)(C(=O)OC)[C@H]2C(=O)N(Cc3ccccc3)C(=O)[C@@H]12)C(=O)Nc1ccc(OC)cc1	2	-3	0	-1	0	-2	4	4	4	-6
COc1ccc(NC(=O)CN(C)C(=O)c2ccc3c(c2)S(=O)(=O)N=C2CCCCCN23)cc1	0	1	10	-3	1	4	6	0	-4	-2
CC1=CC(C)(C)Nc2ccc(OC(=O)C(Cc3ccccc3)N3C(=O)C4CCCCC4C3=O)cc21 (stereo unspecified)	1	-1	-9	5	4	0	4	0	5	5
